# Pf Dd2 inh = P. falciparum Dd2 growth inhibitors, primary screen, SYBR Green fluorescence, single dose replicates | 72 h; hits give low values | activity change, % at 10 µM | 94,000 compounds, 2.3% hits | AID 1159554, 2015; in the data active = activity change below about -80%; inconclusive = no clear call, values can overlap the other calls
# KDM4C inh = inhibitors of GASC-1 (KDM4C) histone demethylase, primary screen, biochemical, single concentration HTS; 96,000 compounds, 0.15% hits; GST-KDM4C 2-372, H3K9me3 peptide, LANCE TR-FRET; Lysine-specific demethylase 4C (Homo sapiens), Q9H3R0; inhibition, % at 12.5 µM;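 active = mean replicate inhibition above about 25%, with at least 55% of replicates also reaching it, limit read from the data, passing the limit was not always enough; inconclusive = only one of those two conditions met; inactive = neither condition met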
# Target sequence (Q9H3R0 2-372 limits assumed): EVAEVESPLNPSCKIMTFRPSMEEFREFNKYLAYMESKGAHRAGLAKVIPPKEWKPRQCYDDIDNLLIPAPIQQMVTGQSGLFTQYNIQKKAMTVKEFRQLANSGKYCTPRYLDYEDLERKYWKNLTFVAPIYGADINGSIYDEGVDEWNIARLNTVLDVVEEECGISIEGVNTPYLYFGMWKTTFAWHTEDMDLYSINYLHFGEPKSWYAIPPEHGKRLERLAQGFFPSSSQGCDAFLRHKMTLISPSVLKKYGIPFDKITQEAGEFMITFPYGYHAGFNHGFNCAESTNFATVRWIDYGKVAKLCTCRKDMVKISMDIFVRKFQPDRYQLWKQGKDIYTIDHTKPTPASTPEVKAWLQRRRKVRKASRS
#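 Material: N-terminal GST-fused human GASC-1 (KDM4C) fragment, residues 2-372. Input: 10 nM enzyme. Incubation: enzyme reaction 30 min, then detection 60 min, both room temperature. Doses: one test concentration per compound. Read-out basis: inhibition from TR-FRET ratio decrease. Detection: LANCE TR-FRET, excitation 340 nm, emissions 618 and 671 nm.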
# C diff HTS = C. difficile growth inhibitors, primary screen, HTS. Clostridium difficile clinical isolate growth, OD600, 24 h; hits give low values. growth activity, negative = inhibition, % at 16 µg/mL (by protocol). 86,000 compounds, 0.25% hits. AID 1259249, 2017;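 active = mean growth activity at or below -80% and every replicate also at or below -80%; inconclusive = mean at or below -80% but some replicate above -80%; inactive = mean growth activity above -80%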;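 note: 0% = DMSO wells and -100% = levofloxacin 16 µg/mL wells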
# T cruzi growth = T. cruzi intracellular proliferation inhibitors, primary screen, cell-based, beta-gal Tulahuen parasites, NIH3T3 host, luminescence; 77,000 compounds, 5.9% hits; inhibition, % at 8.34 µM; AID 624255, 2012; T. cruzi beta-gal in NIH3T3, GalScreen luminescence, 90 h;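 active = mean inhibition above about 93%, with at least 55% of replicates each passing it, limit read from the data, passing the limit was not always enough; inconclusive = only one of those two conditions holds; inactive = neither condition holds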
# Starred values were filed as active, the others as inactive; ? = inconclusive; . = no result given; & = joins results of further samples.
SMILES,Pf Dd2 inh,KDM4C inh,C diff HTS,T cruzi growth
C[C@@H]1CN([C@H](C)CO)C(=O)c2cc(NC(=O)CCCN(C)C)ccc2O[C@@H](C)CCCCO[C@H]1CN(C)Cc1ccc2c(c1)OCO2,-31.5,2.6,4.7,24.1
C[C@@H]1CCCCO[C@@H](CN(C)Cc2ccccc2)[C@@H](C)CN([C@H](C)CO)C(=O)c2cc(NS(=O)(=O)c3cn(C)cn3)ccc2O1,19.4,1.5,.,-37.5
CO[C@@H]1CN(C)C(=O)c2ccc(NC(=O)C3CC3)cc2OC[C@H](C)N(CC2CCOCC2)C[C@@H]1C,-63.1,1.4,3.3,55.7
CCCC#Cc1ccc2c(c1)O[C@H](CN(C)C(=O)CC1CC1)[C@H](C)CN([C@H](C)CO)S2(=O)=O,-39.1,1.5,1.5,56.6
C/C=C/c1ccc([C@H]2[C@@H](C#N)N(C(=O)CN3CCOCC3)[C@@H]2CO)cc1,10.1,-0.5,-19.7,80.8
Cc1nn(C)cc1NC(=O)C[C@@H]1CC[C@@H]2[C@H](COc3ccc(NC(=O)C4CCOCC4)cc3C(=O)N2C)O1,.,6.1,-10.8,-9.0
CO[C@H]1CN(C)C(=O)c2ccc(NC(=O)NC(C)C)cc2OC[C@H](C)N(C(=O)CC2CC2)C[C@H]1C,7.4,0.7,0.6,33.2
O=C(C[C@@H]1CC[C@@H]2[C@H](COC[C@@H](O)CN2C(=O)Nc2ccccc2)O1)NCCCN1CCOCC1,8.6,-0.4,.,57.0
C[C@H]1CN([C@@H](C)CO)C(=O)Cc2cc(NC(=O)Cc3ccccc3)ccc2O[C@@H]1CN(C)Cc1ccc(C(F)(F)F)cc1,-27.3,13.1,5.5,119.9*
CCC(=O)N1CCCCN2[C@@H](CO)[C@H](c3ccc(C#Cc4ccccc4F)cc3)[C@@H]2C1,-29.0,-1.7,-8.8,123.8*
Cc1noc(C)c1NC(=O)Nc1ccc2c(c1)C(=O)N([C@@H](C)CO)C[C@H](C)[C@@H](CN(C)S(=O)(=O)c1ccc(F)cc1)OCCCC[C@@H](C)O2,-64.3,0.4,8.1,-66.0
O=C(NCC(F)(F)F)[C@@H]1[C@@H](CO)[C@@H]2Cn3c(cccc3=O)[C@@H]2N1CCC(F)(F)F,25.5,2.0,0.4,.
CO[C@H]1CN(C)C(=O)c2ccc(NC(C)=O)cc2OC[C@@H](C)N(Cc2cccc(F)c2)C[C@H]1C,-9.7,0.7,.,21.4
CC=Cc1ccc2n(c1=O)C[C@H]1[C@H](CO)[C@@H](C(=O)NC3Cc4ccccc4C3)N(CC3CCCC3)[C@@H]21 (mixture of isomers),-47.5,7.7,-1.5,.
COc1ccc(CNC(=O)C[C@@H]2C[C@@H]3c4cc(NC(=O)CC5CC5)ccc4O[C@@H]3[C@H](CO)O2)cc1,19.3,0.0,-1.8,5.4
CC(C)NC(=O)Nc1ccc2c(c1)CC(=O)N([C@H](C)CO)C[C@H](C)[C@@H](CN(C)S(=O)(=O)c1cccs1)O2,-11.8,0.8,11.4,60.1
C[C@@H]1CN([C@H](C)CO)C(=O)Cc2cc(NC(=O)Nc3ccc4c(c3)OCO4)ccc2O[C@H]1CN(C)S(=O)(=O)c1cn(C)cn1,22.0,0.2,-3.4,-31.1
C[C@H](CO)N1C[C@H](C)[C@H](CN(C)S(=O)(=O)c2ccc(F)cc2)Oc2cc(C#Cc3ccncc3)ccc2S1(=O)=O,-84.5*,-5.9,9.3,114.3*
C[C@@H]1CN([C@@H](C)CO)C(=O)c2cc(NC(=O)CCC(F)(F)F)ccc2O[C@H]1CN(C)C(=O)Nc1ccc2c(c1)OCO2,-11.4,1.1,-0.2,54.8
CN(C)CC(=O)N[C@@H]1CC[C@@H](CCn2cc(C3CCCC3)nn2)O[C@H]1CO,11.1,-0.8,-0.8,-42.4
COCC(=O)N1[C@H](CO)[C@H]2c3ccccc3N(C(=O)c3ccccc3)C[C@H]21,3.3,1.2,4.8,-0.4
C[C@@H]1CN([C@@H](C)CO)C(=O)Cc2cc(NC(=O)CCN3CCOCC3)ccc2O[C@@H]1CN(C)Cc1ccccc1,-0.6,-0.1,-3.6,18.7
C[C@@H]1CCCCO[C@@H](CN(C)Cc2ccccc2)[C@H](C)CN([C@H](C)CO)C(=O)c2cc(NC(=O)CCC(F)(F)F)ccc2O1,-43.6,-0.8,0.7,89.3
Cc1noc(C)c1S(=O)(=O)N(C)C[C@@H]1OCCCC[C@H](C)Oc2ccc(NS(=O)(=O)c3cccs3)cc2C(=O)N([C@H](C)CO)C[C@@H]1C,-30.4,-0.2,-0.3,.
C[C@@H](NC(=O)C[C@H]1CC[C@@H](NS(=O)(=O)c2cccc(F)c2)[C@@H](CO)O1)c1ccccc1,-4.1,0.6,-2.2,-14.9

# 2 records drawn at random from those above, as already listed:
SMILES,Pf Dd2 inh,KDM4C inh,C diff HTS,T cruzi growth
COc1ccc(CNC(=O)C[C@@H]2C[C@@H]3c4cc(NC(=O)CC5CC5)ccc4O[C@@H]3[C@H](CO)O2)cc1,19.3,0.0,-1.8,5.4
CC(C)NC(=O)Nc1ccc2c(c1)CC(=O)N([C@H](C)CO)C[C@H](C)[C@@H](CN(C)S(=O)(=O)c1cccs1)O2,-11.8,0.8,11.4,60.1

# (listing goes on)
SMILES,Pf Dd2 inh,KDM4C inh,C diff HTS,T cruzi growth
COc1ccc2c3c([nH]c2c1)[C@H](CO)N(C(=O)C1CCCC1)CC31CN(S(C)(=O)=O)C1,30.0,-1.3,1.3,.
COc1cccc(-c2ccc([C@@H]3[C@@H](CO)N4CCCCN(C(=O)c5ccc6c(c5)OCO6)C[C@@H]34)cc2)c1,20.2,-0.3,57.6,?
C[C@H]1CN([C@@H](C)CO)S(=O)(=O)c2ccc(-c3ccncc3)cc2O[C@H]1CN(C)S(=O)(=O)c1ccccc1F,-4.6,15.6,7.9,.
C[C@@H]1CN([C@H](C)CO)C(=O)CCCn2nncc2CO[C@H]1CN(C)CC1CC1,-6.2,3.0,.,-12.0
O=C(c1ccccn1)N1CC2(C1)[C@H](c1ccccc1)[C@@H](CO)N2Cc1ccc(Cl)cc1,-55.9,-1.9,-0.4,.
CCC(=O)N1CCCCN2[C@H](C1)[C@H](c1ccc(/C=C/c3ccccc3)cc1)[C@@H]2CO,-3.2,-1.7,-0.8,104.7*
CC(C)NC(=O)N[C@H]1CC[C@@H](CC(=O)NCCN2CCCC2)O[C@H]1CO,15.1,0.2,-1.0,7.3
CCC(=O)Nc1ccc2c(c1)OC[C@H](C)NC[C@@H](C)[C@@H](OC)CN(C)C2=O,.,-0.4,-4.7,8.2
COc1ccc(S(=O)(=O)N(C)C[C@H]2Oc3c(NC(=O)Nc4cccc5ccccc45)cccc3C(=O)N([C@H](C)CO)C[C@@H]2C)cc1,-66.7,.,-0.1,117.0*
O=C(c1ccccc1)N1CC[C@@H]2[C@H]1c1cc(-c3ccccc3F)ccc1N[C@@H]2CO,-25.7,8.2,71.7,109.9*
C[C@@H]1CN([C@@H](C)CO)C(=O)c2cc(-c3ccc(F)cc3)cnc2O[C@H]1CN(C)C(=O)c1ccccn1,13.6,-3.2,0.8,-5.0
O=C(NC1CCCC1)[C@@H]1[C@@H](CO)[C@@H]2Cn3c(ccc(-c4ccncc4)c3=O)[C@@H]2N1CC1CC1,.,-0.4,3.3,42.2
Cc1noc(C)c1NC(=O)Nc1cccc2c1O[C@@H](CN(C)Cc1ccccc1)[C@@H](C)CN([C@@H](C)CO)C2=O,22.3,1.8,-0.6,6.3
COc1ccc(CNC(=O)C[C@@H]2CC[C@H]3[C@@H](COc4ccc(NC(C)=O)cc4C(=O)N3C)O2)cc1,6.5,-1.8,13.5,77.2
C[C@@H]1CCCCO[C@H](CN(C)CC2CCCCC2)[C@@H](C)CN([C@H](C)CO)C(=O)c2cc(NC(=O)CCCN(C)C)ccc2O1,-27.7,-0.2,11.9,-0.6
C[C@H]1CN([C@@H](C)CO)C(=O)c2cc(NC(=O)Nc3cccc4ccccc34)ccc2O[C@H]1CN(C)C,-4.3,8.3,-0.4,62.0
CNC[C@@H]1Oc2ncc(-c3ccc(C#N)cc3)cc2C(=O)N([C@H](C)CO)C[C@@H]1C,2.7,10.2,1.7,-14.1
C[C@@H]1CN([C@@H](C)CO)C(=O)c2cc(NC(=O)Cc3ccccc3)ccc2O[C@H]1CN(C)Cc1ccccc1,-14.9,-0.4,-8.7,-1.7
C[C@@H]1CN([C@@H](C)CO)C(=O)Cc2cc(NS(=O)(=O)c3cn(C)cn3)ccc2O[C@@H]1CN(C)C(=O)Nc1ccccc1,3.3,-1.5,-3.0,.
C[C@H]1CN([C@@H](C)CO)C(=O)c2cc(NC(=O)C3CC3)ccc2O[C@@H]1CN(C)S(C)(=O)=O,17.0,2.5,0.1,-11.9
CCCNC(=O)C[C@H]1CC[C@@H]2[C@H](COC[C@@H](O)CN2C(=O)CC)O1,23.8,2.0,5.2&2.4,.
CCCC(=O)Nc1ccc2c(c1)C(=O)N(C)C[C@H](OC)[C@@H](C)CN[C@@H](C)CO2,.,0.3,-2.1,-19.6
C[C@@H]1CN([C@@H](C)CO)C(=O)CCCn2nncc2CO[C@H]1CN(C)Cc1cccnc1,8.6&1.5,-0.9,6.6,20.3&-12.1
COc1ccccc1-c1cnc2c(c1)C(=O)N([C@@H](C)CO)C[C@@H](C)[C@@H](CN(C)C(=O)CN(C)C)O2,13.9,2.3,-1.0,.
O=S(=O)(Cc1ccccc1)N1[C@@H]2CNC[C@H]1C2c1ccc(/C=C/c2ccccc2)cc1 (some centres undefined),4.6,.,28.3,.
SMILES,Pf Dd2 inh,KDM4C inh,C diff HTS,T cruzi growth
C[C@H](CO)N1C[C@H](C)[C@@H](CN(C)C)Oc2cc(C#CC3CCCCC3)ccc2S1(=O)=O,-53.9,4.0,16.5,76.4
COc1ccc(NC(=O)Nc2ccc3c(c2)C(=O)N([C@@H](C)CO)C[C@H](C)[C@H](CN(C)C(=O)Nc2ccc(C(F)(F)F)cc2)OCCCC[C@H](C)O3)cc1,-33.2,1.9,-9.5,?
C[C@H](CO)N1C[C@H](C)[C@H](CN(C)C(=O)CCCN(C)C)OCCCC[C@H](C)Oc2ccc(NC(=O)C3CCCCC3)cc2C1=O,22.0,1.0,-2.1,-62.0
CO[C@@H]1CN(C)C(=O)c2ccc(NC(=O)c3cccc(F)c3)cc2OC[C@H](C)N(C)C[C@@H]1C,15.0,-0.3,.,-16.9
CN(C)CC(=O)N[C@@H]1C[C@@H]2O[C@H](CO)CC[C@@H]2O[C@@H]1CCc1ccc(C#Cc2ccccc2)cc1,-1.2,.,28.7,.
Cc1noc(C)c1NC(=O)N(C)C[C@@H]1Oc2c(NC(=O)Nc3ccc(F)cc3)cccc2C(=O)N([C@@H](C)CO)C[C@H]1C,55.8,0.8,15.2,-36.6
CO[C@@H]1CN(C)C(=O)c2ccc(NS(=O)(=O)c3ccc(Cl)cc3)cc2OC[C@H](C)NC[C@H]1C,19.4,-0.7,1.5,-16.9
COc1ccccc1CNC(=O)C[C@H]1C[C@H]2c3cc(NC(=O)C4CCOCC4)ccc3O[C@H]2[C@@H](CO)O1,38.7,-0.4,4.0,38.6
O=C(C[C@@H]1C=C[C@H](NC(=O)Nc2ccccc2F)[C@@H](CO)O1)NCc1ccc(-c2ccccc2)cc1,-42.9,0.1,.,-32.7
O=C(C1CCCC1)N1CC(=O)N2[C@H](CO)[C@@H](c3ccc(C#Cc4cccc(F)c4)cc3)[C@H]2C1,-48.5,-0.3,-3.2,.
CNC(=O)C[C@@H]1CC[C@@H]2[C@H](COc3ccc(NC(=O)c4cscn4)cc3C(=O)N2C)O1,-5.9,0.6,-2.1,53.7
C[C@@H]1CCCCO[C@@H](CN(C)Cc2ccc(C(=O)O)cc2)[C@@H](C)CN([C@H](C)CO)C(=O)c2cc(NC(=O)Nc3cccc4ccccc34)ccc2O1,74.9,0.3,-1.4,4.1
C[C@H](CO)N1C[C@H](C)[C@@H](CN(C)S(=O)(=O)c2cn(C)cn2)Oc2ccc(NC(=O)Nc3ccc(F)cc3)cc2CC1=O,13.5,-0.1,.,4.3

# Complete entries, quoted from the list. Screens in order: Pf Dd2 inh | KDM4C inh | C diff HTS | T cruzi growth
# C[C@@H]1CCCCO[C@@H](CN(C)Cc2ccc(C(=O)O)cc2)[C@@H](C)CN([C@H](C)CO)C(=O)c2cc(NC(=O)Nc3cccc4ccccc34)ccc2O1 is entered as 74.9 | 0.3 | -1.4 | 4.1
# CNC(=O)C[C@@H]1CC[C@@H]2[C@H](COc3ccc(NC(=O)c4cscn4)cc3C(=O)N2C)O1 is entered as -5.9 | 0.6 | -2.1 | 53.7
# CO[C@@H]1CN(C)C(=O)c2ccc(NC(=O)c3cccc(F)c3)cc2OC[C@H](C)N(C)C[C@@H]1C is entered as 15.0 | -0.3 | . | -16.9
# C[C@H](CO)N1C[C@H](C)[C@@H](CN(C)S(=O)(=O)c2cn(C)cn2)Oc2ccc(NC(=O)Nc3ccc(F)cc3)cc2CC1=O is entered as 13.5 | -0.1 | . | 4.3

# Random draw from the library, and some 7.2% of all compounds hit somewhere here.
